Screens deposited in PubChem by National Center for Advancing Translational Sciences (NCATS).
POLK inh: DNA polymerase kappa (human) inhibition; Potency, µM (highest dose often 107 µM), for the others: top-dose activity, negative = inhibition, usual class: inhibitors; 400,000 tested, 0.53% active; Q9UBT6; purified Pol kappa, fluorescent DNA synthesis assay, 10 min; note: potency is the fitted concentration of half-maximal effect; % is set by controls: 0 for no effect and ±100 for the full control effect
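Here, compound and 10 nM enzyme are combined for 15 min at room temperature; adding 50 nM substrate (final) starts DNA synthesis, tracked by fluorescence at 0 and 10 min against buffer-only wells.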
RXFP1 antag: antagonists of human relaxin receptor RXFP1 | HEK293-RXFP1, relaxin-stimulated cAMP HTRF, 30 min; active compounds read low | AID 1259400 | activity change, negative = inhibition, % at 57.5 µM | Q9HBX9 | 350,000 tested, 0.59% active;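 active = activity change of -60% or lower, but not beyond a set lower limit; inconclusive = change between -60% and -40%, or beyond the set limit; inactive = change above -40%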; note: % is set by controls: 0 for no effect and ±100 for the full control effect
APE1 inh: blocks human APE1 abasic DNA cleavage | P27695 | recombinant APE1, TAMRA/BHQ-2 abasic DNA cleavage fluorescence | Potency, µM (doses to about 65.8 µM), for inactives: at the top dose activity change, negative = inhibition, usual class: inhibitors | 350,000 tested, 0.35% active | AID 2517;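 note: potency is the fitted concentration of half-maximal effect; plate controls were vehicle for no effect and reference inhibitor for full effect; nearly all actives have a fitted effect of over 55% in size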
Target sequence (P27695 whole entry, looked up): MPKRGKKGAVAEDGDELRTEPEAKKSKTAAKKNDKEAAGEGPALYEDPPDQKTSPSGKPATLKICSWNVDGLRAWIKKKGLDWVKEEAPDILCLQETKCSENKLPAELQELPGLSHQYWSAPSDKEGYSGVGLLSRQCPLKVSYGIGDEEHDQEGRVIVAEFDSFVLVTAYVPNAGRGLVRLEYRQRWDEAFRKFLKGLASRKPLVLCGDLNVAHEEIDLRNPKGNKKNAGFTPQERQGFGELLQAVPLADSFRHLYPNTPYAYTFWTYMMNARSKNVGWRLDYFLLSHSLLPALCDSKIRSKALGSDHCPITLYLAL
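Step 1: APE1 (0.75 nM) with compound, 15 min RT. Step 2: add 50 nM fluorophore/quencher THF duplex. Step 3: three fluorescence reads 60 s apart (525/598 nm); read 3 minus read 1 = reaction progress.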
Tb PGK inh: blocks T. brucei phosphoglycerate kinase; 380,000 tested, 0.043% active; P07378; Potency, µM (highest dose often 57.5 µM), for inactives: at the highest dose activity change, negative = inhibition, usual class: inhibitors; PGK/GAPDH coupled, Kinase-Glo luminescence, 60 min; note: potency is the fitted concentration of half-maximal effect; % is set by controls: 0 for no effect and ±100 for the full control effect; nearly all actives have a fitted effect of over 60% in size
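Recombinant glycosomal PGK reaction used 1,3-bisphosphoglycerate generated in-well by GAPDH (100nM final) in 100mM TEA pH 7.6, 5mM MgCl2, 0.01% Tween-20. After 60 minutes at room temperature, ATP was read by Kinase-Glo Plus luminescence end-point.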
Pol iota inh: blocks human DNA polymerase iota activity; Q9UNA4; AID 588590; 390,000 tested, 1% active; Pol iota fluorescent replication assay, 10 min; Potency, µM (titrated, usually from 115 µM), inactives show at the top dose activity, negative = inhibition, usual class: inhibitors; note: potency is the fitted concentration of half-maximal effect
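Pol iota at 10 nM preincubated 15 min with compounds at room temperature; reaction started with fluorescent substrate, 50 nM final. Fluorescence read kinetically at 0 and 10 min; buffer-only wells as negative control.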
POLH inh: inhibitors of human DNA polymerase eta | AID 588591 | Potency, µM (doses to about 114 µM), for the others: at the highest dose activity change, negative = inhibition, most hits filed as inhibitors | recombinant Pol eta, fluorescent DNA replication assay | 390,000 tested, 1.2% active; note: potency is the fitted concentration of half-maximal effect; % is set by controls: 0 for no effect and ±100 for the full control effect
Target sequence (Q9Y253 whole entry, looked up): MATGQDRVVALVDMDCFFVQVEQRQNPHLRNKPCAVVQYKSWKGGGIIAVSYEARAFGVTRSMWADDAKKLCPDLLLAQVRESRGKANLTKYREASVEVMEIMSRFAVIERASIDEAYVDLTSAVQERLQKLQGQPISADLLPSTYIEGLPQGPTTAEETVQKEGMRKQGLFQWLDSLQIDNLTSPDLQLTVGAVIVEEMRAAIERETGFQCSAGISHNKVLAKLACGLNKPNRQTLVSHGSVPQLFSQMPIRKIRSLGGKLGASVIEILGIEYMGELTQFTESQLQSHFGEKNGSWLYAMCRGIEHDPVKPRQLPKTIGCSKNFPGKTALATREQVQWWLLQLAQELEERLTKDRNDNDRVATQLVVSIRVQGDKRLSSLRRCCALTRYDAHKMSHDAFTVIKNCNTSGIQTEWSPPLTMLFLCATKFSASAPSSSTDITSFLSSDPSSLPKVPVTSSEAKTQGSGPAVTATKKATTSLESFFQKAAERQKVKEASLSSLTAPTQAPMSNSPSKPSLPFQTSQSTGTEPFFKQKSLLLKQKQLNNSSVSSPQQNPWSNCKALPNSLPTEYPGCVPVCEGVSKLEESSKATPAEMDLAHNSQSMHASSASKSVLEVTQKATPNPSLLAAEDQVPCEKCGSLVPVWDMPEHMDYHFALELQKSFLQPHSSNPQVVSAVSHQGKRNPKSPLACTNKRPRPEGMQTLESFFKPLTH
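Fluorescent replication assay: 50 nM final substrate added after a 15 min room-temperature compound preincubation with 10 nM enzyme. Signal taken at 0 min and again at 10 min.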
Pol beta inh: inhibitors of human DNA polymerase beta. P06746. Potency, µM (top dose mostly 114 µM), for inactives: at the highest dose activity change, negative = inhibition, actives largely listed as inhibitors. Pol beta primer extension/strand displacement, fluorescence kinetic. 340,000 tested, 1.3% active. AID 485314; note: potency is the fitted concentration of half-maximal effect; % is set by controls: 0 for no effect and ±100 for the full control effect
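Kinetic readout of DNA synthesis with strand displacement by Pol beta. Compound and 10 nM enzyme sit 15 min at room temperature; 50 nM substrate starts the reaction, read immediately and at 10 min.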
Apoferritin bind: candidate novel general anesthetic via apoferritin binding | P02791 | AID 485281 | apoferritin/1-aminoanthracene competitive binding, fluorescence | 350,000 tested, 0.074% active | Potency, µM (titrated, usually from 77.5 µM), inactives show top-dose activity change, negative = displacement, most hits filed as inhibitors; note: potency is the fitted concentration of half-maximal effect; % is set by controls: 0 for no effect and ±100 for the full control effect; nearly all actives have a fitted effect of over 20% in size
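Read-out: endpoint 1-AMA fluorescence, excitation 380 nm and emission 535 nm, after compounds sit 10 min at room temperature with 10 uM horse-spleen apoferritin in 50% saturated 1-AMA/PBS. Values come from four-parameter Hill fits.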
BLM helicase inh: Bloom syndrome helicase (human) inhibition; 350,000 tested, 0.2% active; AID 2528; P54132; recombinant BLM DNA unwinding, fluorescence dequenching; Potency, µM (series often up to 56.1 µM), inactives show at the highest dose activity change, negative = inhibition, usual class: inhibitors;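 note: potency is the fitted concentration of half-maximal effect; plate controls were vehicle for no effect and no enzyme for full effect; nearly all actives have a fitted effect of over 35% in size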
Active calls of the source: *; i = inactive; ? = inconclusive; / = no result given; & = joins results of further samples; [ ] = dose if it differs, or a comment. Unless noted, calls come from the whole dose curve; as a rule, active = well fitted curve in the direction sought with a large enough effect; inconclusive = small, poorly fitted or top-dose-only effect, or another doubt; inactive = no such curve, though single readings can be large; an effect the other way counts as inactive or inconclusive.

| POLK inh | RXFP1 antag | APE1 inh | Tb PGK inh | Pol iota inh | POLH inh | Pol beta inh | Apoferritin bind | BLM helicase inh | SMILES |
| --- | --- | --- | --- | --- | --- | --- | --- | --- | --- |
| -23% | 5 | 0% | -6% | -6% | 5% | -28% | 53%[activator] | -8% | COc1cccc(-c2nn(C)c3sc(C(=O)Nc4ccc5c(c4)OCCO5)cc23)c1 |
| -13% | 8 | 31% | -3% | 12% | -7% | -1% | -3% | -1% | Nc1cccc(NC(=O)c2ccco2)c1 |
| -8% | -22 | -4% | 2% | -6% | -18% | -8% | -2% | -6% | COc1ccc(NS(=O)(=O)c2cc(NC(=O)CCSc3ccccc3)ccc2OC)cc1 |
| -14% | -21 | 1% | -8% | 3% | -2% | 41% | -4% | -6% | CCC(Oc1ccc(Br)cc1)C(=O)N1CCN(c2ncccn2)CC1 (stereo not drawn) |
| -13% | 2 | 1% | -5% | 84%[activator] | -10% | / | / | / | Cc1cccnc1NC(=O)CN1C(=O)NC(C)(c2ccc3ccccc3c2)C1=O (stereo not drawn) |
| -4% | -2 | -3% | 1% | ? | -7% | 32µM* | -8% | -4% | CCOc1ccc(C(=O)NC(=S)Nc2cc(C)ccn2)cc1[N+](=O)[O-] |
| -14% | 3 | -10% | -5% | -3% | -19% | 2% | ? | -11% | O=C(/C=C/c1ccco1)NC(=S)Nc1ccccc1N1CCOCC1 |
| -2%[60.1 µM] | -9 | / | -6% | -8% | -11% | -1% | 43%[activator] | -2% | COc1ccc(Nc2ncnc3c2cnn3-c2ccc(C)cc2)cc1Cl |
| 0%[60.1 µM] | -1 | / | -1% | 24% | -23% | 4% | 60%[activator] | -4% | CCOc1ccccc1Nc1sc(C(=O)c2ccc(Cl)cc2)c(N)c1S(=O)(=O)c1ccccc1 |
| 7% | -13 | -1% | -4% | 52%[activator] | -13% | -21% | -14% | -2% | CC(C)(C)OC(=O)NCCNC(=O)c1cccs1 |
| 0% | 3 | 9% | -5% | ? | -17% | 81% | 2% | -2% | O=C(CN(CC1CCCO1)C(=O)CNS(=O)(=O)c1ccc(F)cc1)NC1CCCC1 (stereo not drawn) |
| 0% | 4 | 23% | -4% | -15%[58.9 µM] | -4% | 21% | 6% | -12% | O=c1[nH]c2cc3c(cc2cc1C(c1nnnn1C1CCCCC1)N1CCSCC1)OCCO3 (stereo not drawn) |
| -4% | 3 | 0% | 8% | 20% | -14% | -2% | -2% | -5% | CCC(C)NC(=O)C1(C)CCC(=O)N1Cc1ccccc1OC (stereo not drawn) |
| -11% | -4 | 0% | i | 12% | -11% | ? | ? | -24% | O=C1Nc2ccc(Cl)cc2C12Nc1ccccc1-c1nnc(SCc3ccccc3F)nc1O2 (stereo not drawn) |
| -12% | -13 | 1% | -5% | -1% | -11% | 3% | 1% | 1% | COc1ccc(OC)c(NC(=O)CSc2nncc(=O)n2N)c1 |
| -6% | -3 | 4% | -7% | 19% | -10% | 22% | -13% | 0% | Cc1ccccc1-n1ncc2c1CC(C)(C)CC2NC(=O)CCC(F)(F)F (stereo not drawn) |
| -20% | 11 | -1% | -8% | 13% | -14% | 57% | -3% | 2% | COc1cccc(N2CCN(C(=S)Nc3ccc(F)cc3)CC2)c1 |
| -12% | -31 | / | 13% | -13% | -14% | 20% | 1% | -6% | COc1ccc(C(=O)NCCSc2c(C)[nH]c3ccccc23)cc1 |
| 4% | 1 | 6% | -1% | 21% | -8% | -15% | -4% | 2% | O=C(N/N=C/c1ccco1)c1ccn[nH]1 |
| 5% | -8 | 5% | 4% | 6% | 9% | 5% | -6% | -3% | COc1cc(/C=N/NC(N)=O)c(Br)cc1OCC(=O)Nc1ccccc1C |
| 6%[60.1 µM] | / | 21%&-3% | 5% | -5% | -4% | 6%[57.1 µM] | / | / | CCCn1c(=O)c2[nH]c(-c3ccc(S(=O)(=O)O)cc3)nc2n(CCC)c1=O |
| -3% | -22 | 0% | 5% | 75%[activator] | -4% | 20% | -4% | 0% | CC(C)(C)OC(=O)N[C@@H](CC(=O)OCc1ccccc1)C(=O)O |
| 2% | 0 | 2% | -16% | 45%[activator] | -3% | 7% | -3% | 6% | O=C(Nc1ccc(Oc2cccnc2)nc1)c1ccc(C(F)(F)F)cc1 |
| -5% | -13 | 0% | -7% | ? | ? | 4% | -4% | -12% | CCOC(=O)Cn1c(=NC(=O)c2sc3ccccc3c2Cl)sc2cc(S(N)(=O)=O)ccc21 |
| -3% | -13 | -5% | -1% | 37%[activator] | -24% | -11% | -4% | -4% | COc1ccc(CNc2cc(C)ccc2C)c(OC)c1OC |
| 10% | -18 | -5% | i | 21% | -19% | 2% | -5% | -14% | CCNc1nc(SCCOc2ccccc2)nc(N(C)C)n1 |
| 1% | -11 | -11% | 0% | -6% | -20% | / | / | / | CNc1snc(C)c1C(=O)OC(C)C(=O)c1ccc(F)cc1 (stereo not drawn) |
| -12% | 6 | 6% | -1% | 68%[activator] | -12% | 4% | -4% | -3% | COc1ccc(CCN=C(N)NS(=O)(=O)c2ccc(C)c(C)c2)cc1OC |
| -4% | -6 | -11% | -3% | ? | -11% | -1% | -24% | -13% | COc1ccc(S(=O)(=O)NCc2ccc3c(c2)cc(C)n3C)cc1 |
| -6% | 5 | 9% | 11% | -11% | -4% | -13% | -7% | -2% | COCCNCc1ccccc1 |
| -1% | -10 | 10% | 5% | 136%[activator] | -4% | ? | -4% | -10% | CC1CCCN(CCC(=O)Nc2ccc(F)c(F)c2)C1 (stereo not drawn) |
| 8% | -27 | 21% | -2% | 33%[activator] | -16% | 4% | -6% | 0% | CCCNC(=O)NC(=O)COC(=O)/C=C/c1cc(Br)ccc1F |
| -2% | -2 | 24% | -1% | 15% | 0% | / | / | / | O=S(=O)(NCc1cccs1)c1ccccc1Cl |
| -11% | -1 | -2% | -3% | 18% | 0% | 4% | -20% | -4% | O=C(Nc1ccc2c(c1)OCO2)c1noc2c1CCCCC2 |
| 6% | -5 | 1% | -3% | 24% | -7% | -1% | ? | -2% | O=C(Nc1ccccc1)N1CCCC(c2nc(-c3cccs3)no2)C1 (stereo not drawn) |
| -4% | 1 | 3% | -1% | 22% | -2% | 14% | 0% | -2% | Cc1cccc(N(CC(=O)NC(C)C)C(=O)CCC(=O)Nc2nccs2)c1 |
| 2% | -13 | -5% | -1% | 29% | -14% | / | / | / | Cc1ccc(O)c(N=Nc2nccs2)c1 |
| -4% | 29 | 30% | 6% | 11% | -5% | 15% | -2% | -2% | Cc1cc(=O)oc2c3c(cc(OCC(=O)NCCC(=O)N[C@@H](C)C(=O)O)c12)OC(C)(C)CC3 |
| -10% | 7 | 11% | -9% | -11% | -7% | / | / | / | CC1CC(C)CN(S(=O)(=O)c2ccc(NC(=O)[C@@H]3CCCN3C(=O)c3cccs3)cc2)C1 (stereo partly drawn) |
| -2% | -9 | 25% | -5% | 35%[activator] | -1% | 26% | -8% | -4% | COc1ccc(C(=O)NC2CC2)cc1OC1CCN(Cc2ccc(F)cc2F)CC1 |
| -5% | -5 | -2% | -2% | 13% | -18% | -1% | -5% | 0% | Cc1ccc(C(=O)N/N=C/c2ccc(S(=O)(=O)O)o2)c(Cl)c1 |
| -9% | 1 | -2% | i | 2% | ? | 4% | ? | -10% | CCOC(=O)C(C)n1cnc2sc3c(c2c1=O)CCC3 (stereo not drawn) |
| -3% | -9 | 36% | -8% | 124%[activator] | -8% | -18% | -11% | -5% | CC(C)(CO)NS(=O)(=O)c1ccc2c(c1)Cc1cc(S(=O)(=O)NC(C)(C)CO)ccc1-2 |
| -1% | 4 | -3% | -8% | 6% | -11% | ? | -7% | -2% | Cc1ccc(NC(=O)c2ccc(OC(=O)c3cc4ccccc4o3)cc2)cc1 |

Of the compounds above, 6 contain a Cl atom.
| POLK inh | RXFP1 antag | APE1 inh | Tb PGK inh | Pol iota inh | POLH inh | Pol beta inh | Apoferritin bind | BLM helicase inh | SMILES |
| --- | --- | --- | --- | --- | --- | --- | --- | --- | --- |
| -2%[60.1 µM] | -9 | / | -6% | -8% | -11% | -1% | 43%[activator] | -2% | COc1ccc(Nc2ncnc3c2cnn3-c2ccc(C)cc2)cc1Cl |
| 0%[60.1 µM] | -1 | / | -1% | 24% | -23% | 4% | 60%[activator] | -4% | CCOc1ccccc1Nc1sc(C(=O)c2ccc(Cl)cc2)c(N)c1S(=O)(=O)c1ccccc1 |
| -11% | -4 | 0% | i | 12% | -11% | ? | ? | -24% | O=C1Nc2ccc(Cl)cc2C12Nc1ccccc1-c1nnc(SCc3ccccc3F)nc1O2 (stereo not drawn) |
| -5% | -13 | 0% | -7% | ? | ? | 4% | -4% | -12% | CCOC(=O)Cn1c(=NC(=O)c2sc3ccccc3c2Cl)sc2cc(S(N)(=O)=O)ccc21 |
| -2% | -2 | 24% | -1% | 15% | 0% | / | / | / | O=S(=O)(NCc1cccs1)c1ccccc1Cl |
| -5% | -5 | -2% | -2% | 13% | -18% | -1% | -5% | 0% | Cc1ccc(C(=O)N/N=C/c2ccc(S(=O)(=O)O)o2)c(Cl)c1 |

These rows are one share of the data, so the mix of outcomes need not match the whole.
